Screening results (PubChem BioAssay)
ATXN2 expr inh: Primary qHTS for Inhibitors of ATXN expression; HEK-293 ATXN2-luciferase reporter, luminescence, 24 h; Potency, µM (doses to about 57 µM), without a hit: top-dose activity change, negative = inhibition, usual class: inhibitors; AID 1745845, 2022; actives 0.72% (n = 360,000); note: potency is the fitted concentration of half-maximal effect; % is set by controls: 0 for no effect and ±100 for the full control effect; nearly all actives have a fitted effect of over 55% in size
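ATXN2-luciferase reporter cells (luciferase flanked by upstream and downstream ATXN2 gene portions) were treated 24 h at 37 °C with compounds at up to 57 uM. SteadyGlo luminescence gave expression; GF-AFC fluorescence gave viability.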
HT1080 IDH1KD tx: qHTS for induction of synthetic lethality in tumor cells producing 2HG: qHTS for the HT-1080-IDH1KD cell line; HT-1080 IDH1 knockdown viability, ATP luminescence, 48 h; Potency, µM (series often up to 46.1 µM), inactives show at the top dose activity, negative = toxicity, most hits filed as cytotoxic; actives 2% (n = 360,000);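 note: potency is the fitted concentration of half-maximal effect; 0% = DMSO wells and -100% = cell-free medium wells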
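Viability of IDH1-knockdown HT-1080 fibrosarcoma cells was assessed by CellTiter-Glo after 48 h at 37 °C with titrated compound; concentration-effect curves were classified by fit quality and response size.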
HT1080NT lethal: qHTS for induction of synthetic lethality in tumor cells producing 2HG: qHTS for the HT-1080-NT fibrosarcoma cell line. HT-1080-NT fibrosarcoma viability, CellTiter-Glo ATP luminescence, 48 h. Potency, µM (doses to about 46.1 µM), inactives show top-dose activity, negative = less viability, actives largely listed as cytotoxic. actives 1.6% (n = 360,000). AID 686970, 2013;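 note: NT is the 2HG producing partner of a matched IDH1 knockdown line; potency is the fitted concentration of half-maximal effect; 0% = DMSO-treated cells and -100% = media-only wells without cells; nearly all actives have a fitted effect of over 55% in size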
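Read-out is CellTiter-Glo luminescence after 10 minutes at room temperature, following 48 hours' compound treatment of HT-1080-NT cells (750 cells/well, RPMI, 5% FBS, 37 degrees C).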
KB-3-1 cytotox: qHTS assay for MDR1-selective chemotherapeutics: Primary screen using the parental adenocarcinoma cell KB-3-1; KB-3-1 viability, CellTiter-Glo ATP luminescence, 72 h; Potency, µM (highest dose often 46.1 µM), inactives show at the highest dose activity change, negative = cytotoxic, actives largely listed as cytotoxic; actives 1.4% (n = 400,000); AID 1347075, 2019; note: potency is the fitted concentration of half-maximal effect; % is set by controls: 0 for no effect and ±100 for the full control effect; nearly all actives have a fitted effect of over 60% in size
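Luminescent ATP read-out (CellTiter-Glo) measures survival of drug-naive KB-3-1 cells after 72 h compound exposure at 37 °C. Titration series was screened from lowest to highest concentration, with DMSO vehicle plates as background controls.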
KB-V1 MDR tox: qHTS assay for MDR1-selective chemotherapeutics: Primary screen using the drug-selected MDR subline cells KB-V1; KB-V1 MDR cells viability, CellTiter-Glo, 72 h; Potency, µM (top dose mostly 46.1 µM), without a hit: top-dose activity change, negative = cytotoxicity, most hits filed as cytotoxic; actives 3.4% (n = 400,000); AID 1347076, 2019; note: potency is the fitted concentration of half-maximal effect; % is set by controls: 0 for no effect and ±100 for the full control effect; nearly all actives have a fitted effect of over 60% in size
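Cytotoxicity toward P-gp-expressing KB-V1 cells was determined as loss of CellTiter-Glo luminescence after 72 h at 37 degrees C. Compounds were tested in quantitative HTS format across a concentration range, with curves fitted to normalized data.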
ATXN viability: Viability Counterscreen for Primary qHTS for Inhibitors of ATXN expression; S2 cells (HEK-293 line with an ATXN2-luciferase reporter) viability, CellTiter-Fluor protease fluorescence, 24 h; Potency, µM (doses to about 56.7 µM), actives largely listed as cytotoxic; actives 0.49% (n = 400,000); AID 651635, 2014; note: potency is the fitted concentration of half-maximal effect; nearly all actives have a fitted effect of over 40% in size
IL1B secr inh: qHTS for Inhibitors of Inflammasome Signaling: IL-1-beta AlphaLISA Primary Screen; actives 4.7% (n = 360,000); activity change, % at 57.5 µM; AID 743279, 2014; THP-1 LPS/ATP IL-1B secretion, AlphaLISA, 16 h; hits give low values; in the data active = activity change below about -50%; inconclusive = mostly about -30% to -49%; note: % is set by controls: 0 for no effect and ±100 for the full control effect
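Secreted IL-1B measured by AlphaLISA bead assay after 16 h compound exposure of THP-1 cells; compounds (final up to 57.5 uM) added 1 h before LPS (250 ng/mL) and ATP (1.25 mM) stimulation; lower signal means less secretion.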
MCF10A rereplic: A quantitative high throughput screen for small molecules that induce DNA re-replication in MCF 10a normal breast cells; MCF 10A DNA re-replication, Hoechst nuclear intensity, 48 h; Potency, µM (series often up to 46.1 µM), inactives show at the top dose activity, positive = re-replication, usual class: activators; actives 2.9% (n = 350,000); AID 624296, 2012; note: potency is the fitted concentration of half-maximal effect; % of control where 0% means no effect; nearly all actives have a fitted effect of over 50% in size
SW480 rereplic: A quantitative high throughput screen for small molecules that induce DNA re-replication in SW480 colon adenocarcinoma cells | actives 1.8% (n = 340,000) | SW480 DNA re-replication, Hoechst DNA content imaging, 48 h | Potency, µM (highest dose often 46.1 µM), for the others: top-dose re-replication activation, actives largely listed as activators; note: potency is the fitted concentration of half-maximal effect; % of control where 0% means no effect; nearly all actives have a fitted effect of over 55% in size
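Cells (250 per well) received 23 nL compound or DMSO by pin tool and were kept 48 hr at 37 C, 5% CO2. Nuclei were then stained with Hoechst for 40 min and scanned for DNA content.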
* = called active by the depositor; & = joins results of further samples; [ ] = another dose, or the depositor's remark. Unless noted, calls come from the whole dose curve; as a rule, active = well fitted curve in the direction sought with a large enough effect; inconclusive = small, poorly fitted or top-dose-only effect, or another doubt; inactive = no such curve, though single readings can be large; an effect the other way counts as inactive or inconclusive.

A first look:
Cc1nc(N2CCOCC2)c2cc(-c3ccccc3)sc2n1 was read as ATXN2 expr inh 0%, HT1080 IDH1KD tx -1%, HT1080NT lethal -23%, KB-3-1 cytotox 0%, KB-V1 MDR tox 11%, ATXN viability inactive, IL1B secr inh inconclusive, MCF10A rereplic 23% and SW480 rereplic 0%[9.22 µM].
`C#CCn1c(C2CC(=O)N(c3ccc(OCC)cc3)C2)nc2ccccc21` (centres undefined) gave ATXN2 expr inh 4%, KB-3-1 cytotox 0%, KB-V1 MDR tox -15% and ATXN viability inactive.
Screening CC(C)CC(C(=O)NC(C)(C)C)N(Cc1ccccc1Cl)C(=O)c1snc(C(N)=O)c1N (centres undefined) returned ATXN2 expr inh -28%, HT1080 IDH1KD tx -22%, HT1080NT lethal -3%, KB-3-1 cytotox -18%, KB-V1 MDR tox -26%, ATXN viability inconclusive, IL1B secr inh 90, MCF10A rereplic -5% and SW480 rereplic 10%.

This part in full (from the top)
Cc1nc(N2CCOCC2)c2cc(-c3ccccc3)sc2n1 was read as ATXN2 expr inh 0%, HT1080 IDH1KD tx -1%, HT1080NT lethal -23%, KB-3-1 cytotox 0%, KB-V1 MDR tox 11%, ATXN viability inactive, IL1B secr inh inconclusive, MCF10A rereplic 23% and SW480 rereplic 0%[9.22 µM].
`C#CCn1c(C2CC(=O)N(c3ccc(OCC)cc3)C2)nc2ccccc21` (centres undefined) gave ATXN2 expr inh 4%, KB-3-1 cytotox 0%, KB-V1 MDR tox -15% and ATXN viability inactive.
Screening CC(C)CC(C(=O)NC(C)(C)C)N(Cc1ccccc1Cl)C(=O)c1snc(C(N)=O)c1N (centres undefined) returned ATXN2 expr inh -28%, HT1080 IDH1KD tx -22%, HT1080NT lethal -3%, KB-3-1 cytotox -18%, KB-V1 MDR tox -26%, ATXN viability inconclusive, IL1B secr inh 90, MCF10A rereplic -5% and SW480 rereplic 10%.
O=C(CS(=O)(=O)c1ccccc1)N1CCCCCC1 was read as ATXN2 expr inh 0%, HT1080 IDH1KD tx 20%, HT1080NT lethal 13%, KB-3-1 cytotox 6%, KB-V1 MDR tox 27%, ATXN viability inactive, IL1B secr inh 11, MCF10A rereplic 2% and SW480 rereplic 2%.
`COc1cc(OC)c(C(=O)NCc2ccco2)cc1OC` gave ATXN2 expr inh 9%, HT1080 IDH1KD tx 6%, HT1080NT lethal 1%, KB-3-1 cytotox 5%, KB-V1 MDR tox 21%, ATXN viability inactive, IL1B secr inh -13, MCF10A rereplic -9% and SW480 rereplic 2%.
Screening C=CCOn1c(=O)c(-c2ccc(Br)cc2)[n+]([O-])c2ccccc21 returned ATXN2 expr inh -18%, HT1080 IDH1KD tx 13%, HT1080NT lethal 2%, KB-3-1 cytotox -5%, KB-V1 MDR tox -8%, ATXN viability inconclusive, IL1B secr inh -11, MCF10A rereplic inconclusive and SW480 rereplic -24%.
`CCCN1CCOC(CC(=O)Nc2ccc([N+](=O)[O-])cc2)C1=O` (centres undefined) gave ATXN2 expr inh -14%, HT1080 IDH1KD tx 0%, HT1080NT lethal 13%, KB-3-1 cytotox 8%, KB-V1 MDR tox 8%, ATXN viability inactive, IL1B secr inh 13, MCF10A rereplic 0% and SW480 rereplic 1%.
Screening Clc1ccc(-c2ncc3ccccn23)cc1 returned ATXN2 expr inh 28%, HT1080 IDH1KD tx 7%, HT1080NT lethal 12%, KB-3-1 cytotox 4%, KB-V1 MDR tox 14%, ATXN viability inactive, IL1B secr inh -17, MCF10A rereplic 1% and SW480 rereplic -4%.
Cc1nc(/C(=N/O)C(N)=O)cs1 was read as ATXN2 expr inh 1%, HT1080 IDH1KD tx 2%, HT1080NT lethal -2%, KB-3-1 cytotox -6%, KB-V1 MDR tox 14%, ATXN viability inactive, IL1B secr inh 19, MCF10A rereplic 5% and SW480 rereplic -10%.
`Cc1c(C)n(C)c2ccc([N+](=O)[O-])cc12` gave ATXN2 expr inh 3%, HT1080 IDH1KD tx 12%, HT1080NT lethal 14%, KB-3-1 cytotox 2%, KB-V1 MDR tox -17%, ATXN viability inactive, IL1B secr inh 16, MCF10A rereplic 6% and SW480 rereplic 2%.
Screening CCN(CC)CC(C)OC(=O)c1cc(OC)c(OC)c(OC)c1 (centres undefined) returned ATXN2 expr inh 1%, HT1080 IDH1KD tx 5%, HT1080NT lethal 4%, KB-3-1 cytotox 2%, KB-V1 MDR tox 5%, ATXN viability inactive, IL1B secr inh 7, MCF10A rereplic -177%[0.0737 µM] and SW480 rereplic -34%[inhibitor].
For Cc1ccc(NC(=O)CN(c2ccccc2)S(=O)(=O)N(C)C)cc1C the results were ATXN2 expr inh 1%, HT1080 IDH1KD tx -3%, HT1080NT lethal -1%, KB-3-1 cytotox -9%, KB-V1 MDR tox inconclusive, ATXN viability inactive, IL1B secr inh 31, MCF10A rereplic -18% and SW480 rereplic -2%.
Screening S=c1[nH]c2ccccc2n2cccc12 returned ATXN2 expr inh 10%, HT1080 IDH1KD tx -7%, HT1080NT lethal -2%, KB-3-1 cytotox -2%, KB-V1 MDR tox 1%, ATXN viability inactive, IL1B secr inh 6, MCF10A rereplic -8% and SW480 rereplic -8%.
`C=CCn1c(SCC(=O)Nc2cc(NC(C)=O)ccc2OC)nnc1-c1ccccn1` gave ATXN2 expr inh 1%, HT1080 IDH1KD tx 8%, HT1080NT lethal 14%, KB-3-1 cytotox 16%, KB-V1 MDR tox -13%, ATXN viability inactive, IL1B secr inh -1, MCF10A rereplic -1% and SW480 rereplic -17%.
For CC(C)(C)OC(=O)N1CCC(c2c(C(=O)N3CCN(C(=O)c4ccco4)CC3)cnn2-c2cccc(Cl)c2)CC1 the results were ATXN2 expr inh -9%, HT1080 IDH1KD tx 6%, HT1080NT lethal 11%, KB-3-1 cytotox 5%&2%, KB-V1 MDR tox 23%&7%, ATXN viability inactive, IL1B secr inh -17, MCF10A rereplic 1% and SW480 rereplic -41%[inhibitor].
`CSc1ccccc1NC(=O)CSCc1ccc(Br)cc1` gave ATXN2 expr inh 6%, HT1080 IDH1KD tx 16%, HT1080NT lethal 8%, KB-3-1 cytotox -2%, KB-V1 MDR tox 21µM*, ATXN viability inactive, IL1B secr inh 14, MCF10A rereplic 10% and SW480 rereplic -5%.
Screening CCN1C(=O)CCC(C(=O)O)C1c1ccc(OC)cc1 (centres undefined) returned ATXN2 expr inh 0%, HT1080 IDH1KD tx 15%, HT1080NT lethal 15%, KB-3-1 cytotox -4%, KB-V1 MDR tox 20%, ATXN viability inactive, IL1B secr inh -1, MCF10A rereplic inconclusive and SW480 rereplic -63%[inhibitor].
Screening COc1ccccc1NC(=O)c1ccccc1NC(=O)c1ccccn1 returned ATXN2 expr inh -8%, HT1080 IDH1KD tx -1%, HT1080NT lethal 1%, KB-3-1 cytotox inconclusive, KB-V1 MDR tox inconclusive, ATXN viability inactive, IL1B secr inh -13, MCF10A rereplic inconclusive and SW480 rereplic -2%.
Screening OCc1cnc(SCc2cccc(F)c2)n1Cc1ccc(F)cc1 returned ATXN2 expr inh 0%, KB-3-1 cytotox -3%, KB-V1 MDR tox -9% and ATXN viability inactive.
O=C(O)c1cc2cc(Oc3ccccc3)ccc2[nH]1 was read as ATXN2 expr inh 4%, HT1080 IDH1KD tx 6%, HT1080NT lethal 6%, KB-3-1 cytotox 9%, KB-V1 MDR tox 11%, ATXN viability inactive, IL1B secr inh -3, MCF10A rereplic 4% and SW480 rereplic 0%.
Cc1ccc(C(=O)C2CCN(CC(=O)Nc3nc(C)cs3)CC2)cc1 was read as ATXN2 expr inh -15%, HT1080 IDH1KD tx 1%, HT1080NT lethal 0%, KB-3-1 cytotox 6%, KB-V1 MDR tox 21µM*, ATXN viability inactive, IL1B secr inh -3, MCF10A rereplic 3% and SW480 rereplic -2%.
`O=C(NCCNC(=O)c1ccccn1)c1ccccc1` gave ATXN2 expr inh 13%, HT1080 IDH1KD tx 19%, HT1080NT lethal 13%, KB-3-1 cytotox -16%, KB-V1 MDR tox 4%, ATXN viability inactive, IL1B secr inh -2, MCF10A rereplic -7% and SW480 rereplic -3%.
`Cc1cc(C)n(/N=C/c2cccc(O)c2)c(=O)c1C(N)=O` gave ATXN2 expr inh 4%, HT1080 IDH1KD tx 5%[9.24 µM], HT1080NT lethal 25%, KB-3-1 cytotox 13%, KB-V1 MDR tox -4%, ATXN viability inactive, IL1B secr inh -9, MCF10A rereplic 4% and SW480 rereplic -6%.
For Cc1ccc(C(=O)Nc2ccc(-c3nc4ccccc4s3)cc2C)cc1C the results were ATXN2 expr inh 29%, KB-3-1 cytotox inconclusive, KB-V1 MDR tox -11% and ATXN viability inactive.
For Cc1ccc(NC(=O)c2ccc(Cl)nc2)cc1 the results were ATXN2 expr inh 60%[activator], HT1080 IDH1KD tx 1%, HT1080NT lethal 2%, KB-3-1 cytotox 13%, KB-V1 MDR tox 1%, ATXN viability inactive, IL1B secr inh 51, MCF10A rereplic inconclusive and SW480 rereplic -13%.
For Cc1cccc(N(C(=O)Cn2nnc(-c3ccc(C)o3)n2)C(C(=O)NC2CCCC2)c2ccncc2)c1 (centres undefined) the results were ATXN2 expr inh -2%, HT1080 IDH1KD tx 26%, HT1080NT lethal 24%, KB-3-1 cytotox 14%, KB-V1 MDR tox 27%, ATXN viability inactive, IL1B secr inh -7, MCF10A rereplic 0% and SW480 rereplic 0%.
